SENP8 block-1 = human SENP8 protease inhibitors, primary screen, biochemical, fluorescence, Nedd8 protein substrate, uHTS; Sentrin-specific protease 8 (Homo sapiens), Q96LD8; inhibition, % at 20 µM; AID 602440, 2012; actives 0.64% (n = 360,000); recombinant SENP8; in the data active means inhibition mostly above about 40%, no sharp cut-off; inactive means mostly below about 27%
SENP6 inh = SENP6 protease inhibitors, primary screen, biochemical, luminescence, uHTS | Recombinant SENP6 catalytic domain, aminoluciferin luminescence | inhibition, % at 10 µM | actives 1.8% (n = 330,000) | AID 2599, 2010;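 active means inhibition above about 50% at the single tested dose, limit read from the data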;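 further: plate controls were DMSO wells with enzyme for no effect and DMSO wells lacking enzyme for full effect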
Target sequence (Q9GZR1 628-1112 limits assumed): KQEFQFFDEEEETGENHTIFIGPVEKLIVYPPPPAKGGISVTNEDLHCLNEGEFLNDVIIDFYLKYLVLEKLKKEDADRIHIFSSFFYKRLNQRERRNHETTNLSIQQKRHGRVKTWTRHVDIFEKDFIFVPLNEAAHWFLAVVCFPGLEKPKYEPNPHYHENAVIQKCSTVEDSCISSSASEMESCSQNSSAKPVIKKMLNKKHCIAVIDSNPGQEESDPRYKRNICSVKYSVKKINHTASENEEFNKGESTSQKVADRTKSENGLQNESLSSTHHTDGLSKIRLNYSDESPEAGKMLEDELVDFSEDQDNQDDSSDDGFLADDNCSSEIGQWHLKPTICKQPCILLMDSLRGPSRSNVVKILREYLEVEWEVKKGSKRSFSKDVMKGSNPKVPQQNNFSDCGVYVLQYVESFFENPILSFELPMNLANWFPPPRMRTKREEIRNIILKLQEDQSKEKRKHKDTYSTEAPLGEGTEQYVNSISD
SENP1 FRET inh = human SENP1 catalytic domain inhibitors, primary screen, biochemical, FRET, uHTS; Sentrin-specific protease 1 (Homo sapiens), Q9P0U3; recombinant SENP1 catalytic domain, CyPet-SUMO1-YPet FRET cleavage; inhibition, % at 10 µM; actives 0.21% (n = 360,000);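 active means inhibition at least 30% at 10 µM, raw YFP signal under a set limit, fluorescence ratio 0.5 to 1.5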;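 further: 0% = enzyme with DMSO and 100% = no enzyme wells; some results filed as inactive read as strong as hits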
Target sequence (Q9P0U3 419-644 limits assumed): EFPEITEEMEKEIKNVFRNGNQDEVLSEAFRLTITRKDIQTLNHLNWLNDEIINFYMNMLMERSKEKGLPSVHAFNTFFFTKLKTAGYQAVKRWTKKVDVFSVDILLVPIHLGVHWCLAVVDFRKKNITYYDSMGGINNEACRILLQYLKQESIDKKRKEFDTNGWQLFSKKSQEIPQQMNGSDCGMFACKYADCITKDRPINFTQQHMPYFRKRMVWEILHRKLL
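material = recombinant human SENP1 catalytic domain, His6-tagged | quantity = 20 pM enzyme | reagent = 25 nM SUMO1 FRET substrate | compound dosing = 10 µM single point, 0.5% DMSO | timing = 50 min enzyme reaction, room temperature, light-protected | detection = FRET, CFP and YFP emission | control set = no-enzyme low, enzyme-DMSO high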
UBC13 inh = UBC13 polyubiquitin chain formation inhibitors, primary screen, biochemical, TR-FRET, uHTS. Ubiquitin-conjugating enzyme E2 N (Homo sapiens), P61088. inhibition, % at 20 µM. actives 0.47% (n = 330,000). AID 485273, 2010; in the data active means inhibition above about 45%, passing the limit was not always enough
Target sequence (P61088 whole entry, looked up): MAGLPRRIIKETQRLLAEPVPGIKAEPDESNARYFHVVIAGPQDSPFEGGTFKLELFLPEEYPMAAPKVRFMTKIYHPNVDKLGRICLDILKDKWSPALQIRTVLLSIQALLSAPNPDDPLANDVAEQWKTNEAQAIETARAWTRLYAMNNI
APOBEC3G inh = APOBEC3G DNA deaminase inhibitors, primary screen, biochemical, fluorescence, single-stranded DNA substrate, uHTS. actives 0.28% (n = 330,000). recombinant A3G, ssDNA deamination FAM/TAMRA fluorescence. inhibition, % at 20 µM;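 active means inhibition of at least 40% at 20 µM, with no more than 30% in the related APOBEC3A deaminase screen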;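 further: plate controls were DMSO wells with A3G for no effect and wells lacking A3G enzyme for full effect; some compounds called inactive have numbers as strong as hits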
SENP7 inh = SENP7 protease inhibitors, primary screen, biochemical, luminescence, uHTS; Sentrin-specific protease 7 (Homo sapiens), Q9BQF6; recombinant SENP7, Z-RLRGG-aminoluciferin luminescence, 40 min; inhibition, % at 5 µM; actives 1.5% (n = 330,000);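 active means inhibition above about 50% at the single test dose, limit read from the data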;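 further: plate controls were DMSO with enzyme for no effect and no enzyme buffer wells for full effect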
SENP8 block-2 = SENP8 protease inhibitors, primary screen, biochemical, luminescence | actives 1.2% (n = 330,000) | inhibition, % at 10 µM | AID 2540, 2010 | Sentrin-specific protease 8 (Homo sapiens), Q96LD8 | purified SENP8, Z-RLRGG-aminoluciferin cleavage; in the data active means inhibition above about 50%
Apaf-1 inh = inhibitors of human Apaf-1 apoptosome, primary screen, biochemical, DEVD-Rh110 fluorescence, uHTS. inhibition, % at 20 µM. actives 0.71% (n = 330,000). reconstituted apoptosome caspase-3 activity. Apoptotic protease-activating factor 1 (Homo sapiens), O14727; active means inhibition of at least 40% at 20 µM;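 further: plate controls were DMSO wells for no effect and DEVD-CHO caspase inhibitor wells for full effect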
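Medium: Hepes buffer, pH 7.5 / System: biochemical Apaf-1 apoptosome reconstitution / Measured by: Rh110 fluorescence, excitation 480 nm, emission 540 nm / Times: compound with Apaf-1, dATP, procaspase-3 30 min, then 50 min reaction, room temperature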
Starred values were filed as active, the others as inactive; i = inactive; . = no result given.

cpd	smiles	SENP8 block-2	SENP6 inh	SENP7 inh	Apaf-1 inh
1	COC(=O)C1=C(C(=O)OC)[C@@H]2Nc3ccccc3[C@@]23C[C@@H](C(=O)OC)N(C(C)=O)C3=N1	-2	0	-2	-9
2	Cc1ccc(N2CCN(C(=S)c3ccc(N(C)C)cc3)CC2)cc1	-18	-5	-6	9
3	COc1ccc(NC(=O)CN2CCC(C(N)=O)(N3CCCCC3)CC2)c(OC)c1	7	-5	11	-22
4	CN(C)CCNC(=O)/C(=C/c1ccc(-c2cccc(Cl)c2)o1)NC(=O)c1ccccc1	3	15	3	-2
5	Cc1ccnc(NS(=O)(=O)c2ccc(NC(=O)c3cc(-c4ccc(Br)cc4)nc4ccccc34)cc2)n1	-4	-26	4	23
6	COC(=O)c1c(NC(=O)COC(=O)c2ccc(NC(=O)CC#N)cc2)sc2c1CCCCC2	9	-2	-2	3
7	CCCCOC(=O)c1ccc(NC(=O)c2c(N)n(C)c(=O)[nH]c2=O)cc1	-6	-9	8	0
8	COc1ccc(NC(=O)COc2ccccc2Cc2ccccc2)cc1S(N)(=O)=O	5	-5	-9	24
9	O=C(CN1C(=O)NC2(CCCCC2)C1=O)Nc1cc(C(F)(F)F)ccc1N1CCCCC1	4	-18	4	19
10	Cc1ccc[n+](/C(C(=S)NCc2ccco2)=C(/[O-])c2ccccc2Cl)c1	-2	13	-1	3
11	COc1ccc2c(c1)c1nnc(SCC(=O)NC3CC3)nc1n2C	-4	-19	-1	1
12	CCCCNC(=O)C1CCN(Cc2ccc(OCc3ccccc3)cc2)CC1	-20	19	-2	4
13	CC(C)NS(=O)(=O)c1ccc(NC(=S)NC(=O)c2cccc([N+](=O)[O-])c2)cc1	-1	-8	-2	5
14	Cc1ccc(S(=O)(=O)N(C)c2ccc(OCC(=O)OCC(=O)N(CC#N)c3ccccc3)cc2)cc1	3	-12	-2	17
15	COCCNC(=O)c1onc(CSc2ccc(F)c(F)c2)c1C(=O)NCCOC	11	-6	-7	1

cpd	UBC13 inh	SENP8 block-1	SENP1 FRET inh	APOBEC3G inh
1	-3	21	0	-8
2	-5	-89	-24	1
3	9	5	2	-9
4	22	-75	-5	-2
5	11	2	-39	-8
6	-2	-113	-45	-3
7	-15	.	.	-11
8	2	8	0	-7
9	0	-13	-15	-6
10	-8	26	1	-2
11	-26	27	1	0
12	-7	17	0	-2
13	4	13	5	-6
14	0	3	0	-6
15	-8	19	0	-2

Carrying on:
cpd	smiles	SENP8 block-2	SENP6 inh	SENP7 inh	Apaf-1 inh
16	CC1CCCCN1C(=O)CSc1nc2ccsc2c(=O)n1Cc1ccccn1 (stereo not drawn)	-3	-11	5	-12
17	COc1nc(OC)nc(N2CCC(C(=O)NCc3ccc(F)cc3)CC2)n1	-2	-4	5	-3
18	Cc1cccc(N2CCN(C(=O)c3ccc(NC4=NC5CS(=O)(=O)CC5S4)cc3)CC2C)c1 (stereo not drawn)	-1	-2	0	3
19	COCCNCCOc1ccccc1-c1ccccc1	-4	-12	-3	10
20	COc1cc(NS(C)(=O)=O)cc(OC)c1OC	-4	8	-10	2
21	CCN(CC)S(=O)(=O)c1ccc(NC(=O)COC(=O)CNS(=O)(=O)/C=C/c2ccccc2)cc1	-7	2	6	10
22	O=C(Oc1ccccc1-c1csnn1)c1cccs1	6	3	4	7
23	CC1=NN(C(N)=S)C(=O)C1N=Nc1ccc(Cl)cc1Cl (stereo not drawn)	94*	91*	36	8
24	CCC(CC)C1=NN2C(=N)/C(=C\c3cc(C)n(-c4cccc(C)c4)c3C)C(=O)N=C2S1	-6	-10	-6	24
25	CC(=O)c1nn(-c2ccc(Cl)cc2)cc1C(=O)c1ccc(C)cc1	4	-3	0	-4
26	c1ccc2c(c1)nc(CN1CCOCC1)n1c3ccccc3nc21	0	-10	-8	3
27	O=Cc1ccccc1OCCCOc1cccc2cccnc12	9	-25	6	0
28	Cc1ccc(C)c(N2CCN(C(=O)CCc3nc(-c4ccccc4Br)no3)CC2)c1	.	.	11	22
29	O=C(O)c1ccc(CSc2nc3ccccc3c(=O)n2-c2ccccc2)cc1	5	-3	11	-1
30	Cc1cc(Cl)ccc1NC(=S)N1CCC(C(N)=O)(N2CCCCC2)CC1	-9	-23	-14	5

cpd	UBC13 inh	SENP8 block-1	SENP1 FRET inh	APOBEC3G inh
16	12	13	-8	-2
17	5	12	2	10
18	6	10	2	-10
19	-8	13	0	-7
20	-4	6	4	-7
21	3	0	-1	-1
22	-3	15	2	-2
23	-37	30	0	-6
24	-10	-151	-122	-3
25	-1	6	0	-9
26	8	-490	1	0
27	4	0	1	-8
28	.	-25	2	3
29	1	21	3	-6
30	-7	3	0	-5

Continuation:
cpd	smiles	SENP8 block-2	SENP6 inh	SENP7 inh	Apaf-1 inh
31	C=CCn1c(SCC(=O)NC(=O)NC)nnc1C1CCCCC1	1	2	4	4
32	CC(C(=O)c1c[nH]c(C(N)=O)c1)c1ncc(C(F)(F)F)cc1Cl (stereo not drawn)	0	-16	-4	-3
33	Cc1cccc(OCC(=O)Nc2ccc3c(c2)nc(CN2CCCCC2)n3C)c1	5	1	1	2
34	COc1ccc(N(C(=O)c2ccn[nH]2)C(C(=O)NC(C)(C)C)c2ccc(F)cc2)cc1 (stereo not drawn)	-3	5	-1	2
35	CN(Cc1ccccc1)C(=O)COC(=O)c1ccccc1SCC(=O)N1CCCC1	-3	-2	-11	2
36	Cc1ccc(/C(O)=C2\C(=O)C(=O)N(CCc3c[nH]c4ccccc34)C2c2cccnc2)cc1 (stereo not drawn)	1	1	-3	2
37	COc1ccc2cc(C3=CC(=O)C[C@H](c4ccc5c(c4)OCO5)C3)ccc2c1	4	2	9	9
38	Clc1ccccc1-c1nnn(Cc2ccc(-c3nn[nH]n3)cc2)n1	-4	2	-8	11
39	O=C(NNC(=O)C1CC1)c1ccc(-c2ccccc2)cc1	9	-32	2	-5
40	O=C(Cc1c(F)cccc1Cl)N(Cc1ccccc1)c1ccccn1	-10	-9	-7	10
41	Cc1ccc2nc(CSc3nnc(-c4ccco4)n3-c3ccccc3)cc(=O)n2c1	-2	-2	-7	-4
42	COC(=O)c1sc(N)nc1C(C)(C)C	3	-17	8	3
43	CCNCCNC(=O)c1c(O)c2ccccc2n(CC)c1=O	-5	-12	0	-7
44	COc1ccc(NS(=O)(=O)c2cc(C(=O)OC(C)C(=O)N3CCOCC3)ccc2Cl)cc1 (stereo not drawn)	3	7	-3	-7
45	Cc1ccc(C(=O)N/C(=C\c2cccs2)C(=O)NCCCN2CCOCC2)cc1	3	0	-2	-8

cpd	UBC13 inh	SENP8 block-1	SENP1 FRET inh	APOBEC3G inh
31	1	-2	-1	-9
32	0	0	0	-8
33	0	-107	-2	-3
34	4	6	0	-1
35	-1	-14	1	-10
36	8	-12	1	-4
37	14	i	-15	3
38	-8	7	0	-6
39	4	5	3	-8
40	-7	9	3	-7
41	-6	-198	2	-2
42	6	21	0	-4
43	13	-7	0	-1
44	1	13	2	-6
45	5	7	-1	-12

Part of the list above in order of number of heavy atoms, rising:
cpd	smiles	SENP8 block-2	SENP6 inh	SENP7 inh	Apaf-1 inh
42	COC(=O)c1sc(N)nc1C(C)(C)C	3	-17	8	3
32	CC(C(=O)c1c[nH]c(C(N)=O)c1)c1ncc(C(F)(F)F)cc1Cl (stereo not drawn)	0	-16	-4	-3
41	Cc1ccc2nc(CSc3nnc(-c4ccco4)n3-c3ccccc3)cc(=O)n2c1	-2	-2	-7	-4

cpd	UBC13 inh	SENP8 block-1	SENP1 FRET inh	APOBEC3G inh
42	6	21	0	-4
32	0	0	0	-8
41	-6	-198	2	-2

Entries of single compounds, quoted from the list.
CN(Cc1ccccc1)C(=O)COC(=O)c1ccccc1SCC(=O)N1CCCC1 across the screens: SENP8 block-2 = -3; SENP6 inh = -2; SENP7 inh = -11; Apaf-1 inh = 2; UBC13 inh = -1; SENP8 block-1 = -14; SENP1 FRET inh = 1; APOBEC3G inh = -10
COc1ccc(NS(=O)(=O)c2cc(C(=O)OC(C)C(=O)N3CCOCC3)ccc2Cl)cc1 (stereo not drawn) across the screens: SENP8 block-2 = 3; SENP6 inh = 7; SENP7 inh = -3; Apaf-1 inh = -7; UBC13 inh = 1; SENP8 block-1 = 13; SENP1 FRET inh = 2; APOBEC3G inh = -6
Clc1ccccc1-c1nnn(Cc2ccc(-c3nn[nH]n3)cc2)n1 across the screens: SENP8 block-2 = -4; SENP6 inh = 2; SENP7 inh = -8; Apaf-1 inh = 11; UBC13 inh = -8; SENP8 block-1 = 7; SENP1 FRET inh = 0; APOBEC3G inh = -6

Next entries follow:
cpd	smiles	SENP8 block-2	SENP6 inh	SENP7 inh	Apaf-1 inh
46	O=C(CCc1ccc(S(=O)(=O)NCCc2ccccc2)cc1)Nc1ccc2c(c1)OCO2	-3	-6	25	2
47	N/C(=N\OC(=O)Nc1cccc(C(F)(F)F)c1)c1ccno1	2	-3	1	-18
48	COC(=O)[C@H](CCSC)NC(=O)NCc1ccccn1	-2	-4	-5	-4
49	O=C(Nc1cccc(Cl)c1)Nc1c[nH]c(=O)[nH]c1=O	-1	2	3	-2
50	CCOC(=O)Cn1c(C)nc2ccccc21	0	4	0	-4
51	COCCC(=O)Nc1ccc2c(c1)CN(C(=O)c1ccc(CSC)o1)CC2	2	12	-1	-9
52	CC(=O)Nc1ccc(OS(=O)(=O)c2cc(Cl)ccc2C)cc1	-9	-11	0	7
53	Nc1nc(SCc2ccc(F)cc2)n[nH]1	-11	2	10	-9
54	O=c1cc[nH]c2c(C(F)(F)F)cccc12	-1	-3	6	12
55	Cc1cc(C)c(C#N)c(Nc2ccccc2F)n1	6	-15	-3	-9
56	O=C1/C(=C/c2ccncc2)N=C2CCCCCN12	-16	-8	4	-9
57	CC(NC(=O)Cc1cccc(C(F)(F)F)c1)c1ccc(F)cc1 (stereo not drawn)	-2	8	8	-11
58	Cn1c(=O)[nH]c(=O)c2c1nc(N1CCCCCC1)n2Cc1cccc2ccccc12	1	-10	3	32
59	O=C(COC(=O)CC1CC2CCC1C2)Nc1ccccc1Cl (stereo not drawn)	-3	-2	-12	15
60	COc1ccccc1/C=C/C(=O)Nc1ccc2c(c1)CCC2	3	39	29	17
61	CCOC(=O)c1ccc(N2C(=O)C3CCCN3C2=S)cc1 (stereo not drawn)	1	-1	2	-9
62	COc1cccc(NC(=O)c2ccc(-n3cccn3)nc2)c1	-6	29	24	4
63	CN(C(=O)c1cc2c(=O)n3ccccc3nc2n1C)C1CCCCC1	-1	-7	4	14

cpd	UBC13 inh	SENP8 block-1	SENP1 FRET inh	APOBEC3G inh
46	-1	7	-1	-4
47	2	6	2	-5
48	-1	10	2	-7
49	5	13	-27	-5
50	-1	22	0	1
51	1	0	-2	-1
52	2	8	1	-17
53	-1	21	2	-7
54	-10	-89	-1	-2
55	0	-121	-2	4
56	-3	-450	0	3
57	6	1	2	0
58	12	12	0	-4
59	-14	12	3	-1
60	-1	-20	0	-2
61	6	7	0	-3
62	-8	14	0	-6
63	8	-423	-119	8

Random draw from the library. About 3.6% of those tested had a hit in this group.
